# NPY1 pot ag: potentiators or agonists of human neuropeptide Y receptor Y1. AID 1304. 220,000 compounds, 0.37% hits. activation, % at 3.6 µM. NPY-Y1 expressing cells, potentiator/agonist activation; in the data active = activation above about 33%, passing the limit was not always enough;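 also: cells stimulated with NPY at EC10 then isoproterenol at EC100; 0% = low agonist plus stimulus and 100% = saturating agonist plus stimulus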
# EP2 modulator: EP2 receptor (human) modulation. P43116. EP2-expressing cells, cAMP HTRF FRET, PGE2 co-stimulation. induction, % at 25 µM. 260,000 compounds, 0.83% hits. AID 940;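 active = compounds whose cAMP rise, as percent of the full-agonist control response, exceeds 60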;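 also: rat C6 glioma line stably carrying human EP2 under a CMV promoter; the protocol text gives 20 µM as final concentration; 100% = response of wells given 1 µM PGE2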
# S1P4 ag: agonists of human S1P4 receptor. O95977. 220,000 compounds, 0.35% hits. activation, % at 4.98 µM. S1P4-expressing cell line, agonist reporter assay; in the data active = activation above about 11%;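 also: 0% = DMSO vehicle and 100% = reference agonist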
# TRPN1 ag: zebrafish TRPN1 (NompC) channel agonism; HEK293 zebrafish TRPN1-YFP, Fluo-8 calcium fluorescence; 100% = response to 87 µM carbachol; activation, % at 3 µM; 220,000 compounds, 0.18% hits; AID 1424;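 active = activation above its plate's cutoff, the mean activation of test wells on that plate plus 3 SD, cut at about 19% in these data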;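 also: 0% = DMSO alone and 100% = 87 µM carbachol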
#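 System: zebrafish TRPN1-YFP in HEK293 cells / Dosing: 3 µM single point / Timing: dye loading 1 h at 37 °C, then 30 min room temperature / Signal: Fluo-8 calcium fluorescence, excitation 470-495 nm, emission 515-575 nm / Read-out basis: percent activation from peak over basal fluorescence ratio, control-normalized / Control set: high carbachol 87 µM, low DMSO alone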
# TRPML3 ag: human mucolipin-3 channel agonism. Q8TDD5. HEK293 TRPML3-YFP, Fluo-8 calcium fluorescence; 100% = the carbachol control signal. activation, % at 3 µM. 220,000 compounds, 0.29% hits. AID 1448;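 active = activation above its plate's cutoff, the mean activation of the plate's test wells plus 3 SD, cut at about 12% in these data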;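 also: 0% = DMSO only wells and 100% = carbachol wells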
# Target sequence (Q8TDD5 whole entry, looked up): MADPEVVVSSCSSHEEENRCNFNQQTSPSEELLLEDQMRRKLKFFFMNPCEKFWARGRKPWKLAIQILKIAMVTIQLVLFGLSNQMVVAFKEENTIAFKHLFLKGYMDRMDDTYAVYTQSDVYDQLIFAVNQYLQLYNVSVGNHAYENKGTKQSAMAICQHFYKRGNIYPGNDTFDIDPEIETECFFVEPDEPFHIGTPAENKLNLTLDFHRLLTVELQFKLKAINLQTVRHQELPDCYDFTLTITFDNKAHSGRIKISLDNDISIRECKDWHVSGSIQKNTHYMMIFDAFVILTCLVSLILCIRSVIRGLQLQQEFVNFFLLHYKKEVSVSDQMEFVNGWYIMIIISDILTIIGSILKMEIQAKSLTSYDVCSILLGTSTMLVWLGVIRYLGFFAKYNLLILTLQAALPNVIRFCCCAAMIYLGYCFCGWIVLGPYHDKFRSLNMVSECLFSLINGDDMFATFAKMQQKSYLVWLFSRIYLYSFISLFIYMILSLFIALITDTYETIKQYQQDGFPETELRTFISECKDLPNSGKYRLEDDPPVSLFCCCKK
#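 Test system: HEK293 cells stably carrying human TRPML3-YFP; Doses: single dose, 3 µM final nominal compound, 0.3% DMSO final; Schedule: dye loading 1 h 37 °C then 30 min ambient, 125 s read; Technique: Fluo-8 calcium fluorescence; Benchmarks: high control carbachol 87 µM, low control DMSO.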
# S1P4 antag: blocks the human S1P4 receptor; inhibition, % at 4.98 µM; 220,000 compounds, 0.26% hits; AID 1510; S1P4-expressing cells, antagonist mode, reporter read-out; in the data active = inhibition above about 29%;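 also: 0% = wells stimulated with agonist and 100% = vehicle wells without agonist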
# NPY2 pot ag: potentiators or agonists of human neuropeptide Y receptor Y2 | P49146 | cells expressing NPY-Y2, potentiator/agonist read-out | activation, % at 3.6 µM | 220,000 compounds, 0.45% hits | AID 1359; in the data active = activation above about 27%;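 also: cells stimulated with NPY near EC25 plus isoproterenol at EC100; 0% = vehicle plus submaximal agonist and 100% = vehicle plus saturating agonist; some results beyond the cut were filed as inactive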
# Target sequence (P49146 whole entry, looked up): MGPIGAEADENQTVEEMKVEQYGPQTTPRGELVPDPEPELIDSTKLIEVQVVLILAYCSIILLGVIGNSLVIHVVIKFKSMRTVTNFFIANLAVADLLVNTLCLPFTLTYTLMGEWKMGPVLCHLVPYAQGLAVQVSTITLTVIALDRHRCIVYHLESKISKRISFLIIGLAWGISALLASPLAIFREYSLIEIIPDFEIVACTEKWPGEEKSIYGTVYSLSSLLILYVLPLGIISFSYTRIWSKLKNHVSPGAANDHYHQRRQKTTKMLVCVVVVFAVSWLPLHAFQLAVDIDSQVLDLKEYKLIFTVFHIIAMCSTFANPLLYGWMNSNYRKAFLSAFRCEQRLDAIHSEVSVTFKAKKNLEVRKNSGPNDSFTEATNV
# CHOP inhibitor: blocks CHOP induction under ER stress; CHO-K1 CHOP-promoter luciferase, tunicamycin-induced, 15-18 h; inhibition, % at 10 µM; 220,000 compounds, 3.8% hits; AID 2732;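 active = compounds that reduced the stress-induced luciferase reporter signal by more than about 70% of percent inhibition, limit read from the data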;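 also: 0% = tunicamycin plus vehicle and 100% = wells without tunicamycin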
# NPY-Y1 antag: antagonists of human neuropeptide Y receptor Y1. inhibition, % at 3.6 µM. P25929. HEK293-CNG Y1 cells, membrane potential fluorescence; NPY at EC95, then isoproterenol. 200,000 compounds, 1% hits;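 active = inhibition above the campaign mean inhibition of all tested compounds plus 3 SD, cut at about 20% in these data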;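 also: 0% = DMSO wells given NPY plus isoproterenol and 100% = isoproterenol alone without NPY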
#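 Assay system: HEK293 cells with Y1 receptor plus CNG channel | Probe or stimulus: NPY (25 nM), isoproterenol (1 µM), Ro 20-1724 (25 µM) | Timing: Compound incubation 1 h at room temperature, readout 45 min post-stimulation | Measured by: Membrane-potential fluorescent dye readout | Benchmarks: High control isoproterenol alone, low control NPY with isoproterenol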
# * marks the source's active call; other numbers are inactive results; · = no result given.
SMILES,NPY1 pot ag,EP2 modulator,S1P4 ag,TRPN1 ag,TRPML3 ag,S1P4 antag,NPY2 pot ag,CHOP inhibitor,NPY-Y1 antag
CCOP(=O)(OCC)C(Nc1ccc(C(=O)O)cc1)c1ccccc1 (configuration not stated),-10,10,0.8,0.8,1.5,5,-15,5,·
O=C(N/N=C/C=C\c1ccccc1[N+](=O)[O-])c1cc(-c2ccccc2)nc2ccccc12,-2,-1,-0.4,2.1,0.0,-8,3,33,-3
C=C(C)CSc1nnc(-c2ccc(OC)c(OC)c2)n1N,4,-14,-0.3,0.8,0.4,-1,-5,-18,2
CN(C)CCNC(=O)Cc1c(C(=O)O)n(C)c2ccccc12,13,·,-0.1,-0.3,0.0,-7,4,·,-1
O=C(N/N=C/c1ccc(-c2ccc(Cl)c(C(=O)O)c2)o1)c1cc2c(ccc3ccccc32)o1,-19,-86,0.3,-0.8,0.8,5,-18,-10,·
CN(CC(=O)Nc1ccc(F)cc1)CC(=O)Nc1ccc(F)c(F)c1F,13,-70,-1.4,-1.7,0.6,4,0,3,2
COc1cc(N2CCCC2)c(OC)cc1/C=C(/C#N)c1cccc(F)c1,21,27,0.2,16,1.2,-6,-6,29,4
Clc1ccccc1CSc1snnc1-c1ccccc1,-28,30,3.1,0.3,-0.3,-3,-26,-22,7
CCOCCc1c(O)nc(SCC(=O)NCc2ccco2)[nH]c1=O,-21,3,0.5,1.1,0.1,-3,5,-2,-4
CCOc1cc(NC(=S)Nc2ccccc2)c(OCC)cc1NC(=O)c1ccc(OC)cc1,-5,14,1.0,0.1,0.4,-10,10,42,5
CC1/C(=N/O)CC(c2ccccc2)N(C)C1c1ccccc1 (configuration not stated),24,51,1.6,-1.2,0.0,-4,-1,93*,1
COc1cc(/C=N/NC(=O)c2cc(-c3ccc4c(c3)OCO4)n[nH]2)ccc1O,-6,-49,-2.0,1.6,1.2,5,-16,-6,-1
COc1nc(-c2ccccc2)ccc1-c1noc(COc2ccccc2)n1,-32,12,2.6,2.0,1.6,-4,-13,37,9
O=C(Nc1ccc(F)cc1)c1ccccc1Oc1ccc(C(F)(F)F)cc1[N+](=O)[O-],7,22,0.7,-1.9,-0.7,-18,7,106*,14
CCC(C(=O)O/N=C(\N)c1ccc(Cl)cc1)c1ccccc1 (configuration not stated),-2,23,0.7,-0.4,0.8,-14,3,30,15
CC(NC(=O)COC(=O)CCc1nc(=O)c2ccccc2n1C)c1ccccc1 (configuration not stated),12,27,0.3,0.8,0.3,2,8,5,1
Cc1csc2c(=O)[nH]cnc12,-14,24,-0.2,0.9,0.6,-11,4,-2,-2
O=C(CC12CC3CC(CC(C3)C1)C2)N/N=C/c1ccncc1,13,-23,1.8,-0.4,1.2,-1,16,-16,0
CCOc1ccc2cc(C#N)c(SCC(=O)OC)nc2c1,8,47,-0.9,-0.1,0.7,-4,1,9,3
CC(C)=CCN1CCN(Cc2ccc(C#CC(C)(C)O)s2)CC1CCO (configuration not stated),-2,-10,1.3,0.4,1.1,-12,-1,-4,-3
c1ccc(-c2cc(-c3nnc4n3N=C(c3ccc5ccccc5c3)CS4)[nH]n2)cc1,-79,17,-3.5,-0.8,-0.2,-18,-48,-14,10
O=S(=O)(CCc1nnc(-c2ccccc2)o1)c1ccc2ccccc2c1,-13,6,1.4,0.1,0.9,-3,-15,-4,19
COC(=O)c1ccc(-n2cncn2)c([N+](=O)[O-])c1,-2,21,1.0,0.4,0.6,-8,-2,9,-5
O=C(C1=C(O)C(=O)N(CCN2CCOCC2)C1c1ccccc1)c1cccs1 (configuration not stated),1,·,-0.8,-0.7,-0.5,-7,-13,·,-1
Cc1ccc2cc3cc(C(=O)N4CCCCC4C)oc3nc2c1 (configuration not stated),21,-17,2.1,0.4,-0.5,-28,-4,-8,-5
CC1(C)CC(n2c(NCCO)nc3c(c2=O)C2(CCCC2)Cc2ccccc2-3)CCO1 (configuration not stated),14,·,-1.1,-0.1,0.2,-20,10,·,2
CCOc1cc2c(cc1OCC)C(c1ccccc1)N(c1ccccc1)C(=O)C2 (configuration not stated),-8,30,0.9,-2.5,-0.9,-18,-8,13,-5
Cc1cc(C)c2oc(C(=O)NCCc3ccc(S(N)(=O)=O)cc3)cc(=O)c2c1,-5,-29,-1.0,5.7,0.6,0,-18,12,·
Cc1noc(C)c1CSc1nnc2sc3ccccc3n12,8,9,1.1,0.6,1.2,-14,-21,17,-2
COc1cccc2c(=O)c(C/C=C(/C)Cl)c(C)[nH]c12,-18,-8,0.1,-0.8,-0.8,3,-11,5,-2
CC(C)=CCC/C(C)=C/C=N/NC(=O)c1ccccc1[N+](=O)[O-],1,10,0.4,-1.5,-0.2,-5,-29,64,2
c1coc(CNCCCN2CCOCC2)c1,-19,-2,0.1,1.2,0.0,-15,9,11,-4
Cc1ccc(C(=O)N2CCN(c3ncnc4c(-c5ccccc5)nsc34)CC2)cc1,5,-16,0.3,1.3,0.2,4,-10,25,9
CC1=C(C(=O)NCCc2ccc(C)cc2)C2(CCC(C)CC2)OC1=O (configuration not stated),6,8,0.6,-0.6,0.4,-5,-5,20,2
CC(C)c1nnc(NC(=O)C2CCCN2C(=O)Nc2ccccc2[N+](=O)[O-])s1 (configuration not stated),-5,19,0.9,1.1,0.7,-32,-3,9,8
COc1ccc(N2CC(NC(=O)Nc3ccccc3)CC2=O)cc1 (configuration not stated),20,-23,1.4,1.0,0.3,-2,-10,9,0
COc1ccc(C(=O)NC(=S)NCc2cccnc2)cc1OC,4,-6,1.8,0.7,0.4,-17,6,26,3
O=C(CSc1nnnn1C1CCCC1)c1ccc2c(c1)OCCO2,7,-39,-0.5,0.1,0.6,-4,-3,-12,9
CC1(C(=O)Nc2cccc(S(=O)(=O)N3CCOCC3)c2)Cc2ccccc2C(=O)O1 (configuration not stated),-6,-51,-1.2,1.5,0.7,-8,-10,2,-10
COc1cc(/C=N/NC(=O)C(=O)/C=C2\NC3(CCCC3)Cc3ccccc32)ccc1O,2,3,1.2,0.0,-0.3,-16,-2,8,6
COC(=O)C1=CN(C(C)C)C=C(C(=O)OC)C1c1cccc(OC)c1,1,14,7.2,-1.3,-1.1,-7,13,17,5
CCOC(=O)c1sc(NC(=O)CSc2nnc(Cc3ccccc3)o2)c(C#N)c1C,-5,-15,0.0,0.7,1.1,4,1,-4,7
O=C(c1nc2ccccc2s1)N1CCSCC1,9,-15,0.5,-1.0,-0.3,-16,7,3,0
Nc1cc(N)nc(SCc2ccccc2)n1,18,-1,-0.5,-1.1,0.2,-20,-3,32,6
O=C(CSc1nc2ccccc2s1)N1N=C(c2cccs2)CC1c1ccc(F)cc1 (configuration not stated),1,8,1.2,-1.3,-0.1,5,12,8,6
COC(=O)c1cccc(NC(=O)c2cc3sccc3n2C)c1,-14,2,-0.1,-2.8,-0.8,2,-8,21,0
O=C(O)c1ccc(Cn2c(SCc3cc(=O)n4cc(Br)ccc4n3)nc3ccsc3c2=O)cc1,26,46,1.2,-1.5,0.6,-11,10,2,-2
CCOC(=O)c1c(C)nc(C)c(C(=O)OCC)c1-c1ccccc1,-33,43,0.2,-1.1,-0.6,-12,-11,26,10
Cc1c(NC(=O)CSc2nnc(COc3ccccc3)n2-c2ccccc2)c(=O)n(-c2ccccc2)n1C,8,12,-0.6,-0.7,0.2,-12,-4,9,5
O=C(CSc1ccc(-c2ccccn2)nn1)N1CCCc2ccccc21,-15,-22,1.4,1.0,1.2,6,-7,17,1

# 4 of the entries above in order of their number in EP2 modulator, rising:
SMILES	EP2 modulator
CN(CC(=O)Nc1ccc(F)cc1)CC(=O)Nc1ccc(F)c(F)c1F	-70
O=C(N/N=C/C=C\c1ccccc1[N+](=O)[O-])c1cc(-c2ccccc2)nc2ccccc12	-1
O=C(O)c1ccc(Cn2c(SCc3cc(=O)n4cc(Br)ccc4n3)nc3ccsc3c2=O)cc1	46
CC1/C(=N/O)CC(c2ccccc2)N(C)C1c1ccccc1 (configuration not stated)	51

# Later entries
SMILES,NPY1 pot ag,EP2 modulator,S1P4 ag,TRPN1 ag,TRPML3 ag,S1P4 antag,NPY2 pot ag,CHOP inhibitor,NPY-Y1 antag
CCC(=O)N1CCN(c2ccccc2NC(=S)NC(=O)c2cccc([N+](=O)[O-])c2)CC1,8,-1,0.3,2.1,1.1,-2,21,-4,4
CC(=O)Nc1ccc2c(c1)N(C(=O)CN(C)C)c1ccccc1CC2,-2,6,2.3,0.9,1.4,11,5,33,2
O=C1c2ccccc2C(=O)N1CSc1nnc(Nc2ccccc2)s1,-3,-18,0.6,0.3,0.6,-7,-5,7,4
COc1ccc(C(=O)Oc2ccc3c(C)cc(=O)oc3c2C(C)=O)cc1,-1,1,0.6,0.6,1.1,-11,1,9,1
CCOC(=O)Cn1c(CN2CCOCC2)nc2c1c(=O)n(C)c(=O)n2C,-7,-1,0.9,1.1,0.3,-9,7,-26,-4
CSc1nc2c(c(=O)[nH]1)C(c1cccc(Br)c1)CC(=O)N2 (configuration not stated),-1,26,1.2,-0.9,0.4,-17,2,1,3
CCN(CC)C(=O)C1CCCN(c2ncnc3c2cnn3-c2cccc(C)c2)C1 (configuration not stated),-6,-8,-1.7,0.5,0.2,9,2,36,0
CC(C)CNC(=O)c1ccccc1NC(=O)/C=C/c1cccc([N+](=O)[O-])c1,-21,-15,0.2,2.4,0.8,-13,2,7,15
CS(=O)(=O)N(Cc1ccccc1)c1ccc(C(=O)NCc2cccnc2)cc1,-4,-3,-0.8,0.9,0.5,0,-15,-28,1
O=C(NCc1cccnc1)c1ccc(S(=O)(=O)N2CCCCCC2)cc1,11,-18,0.0,0.8,2.0,1,13,19,0
C=CCn1cc(C(C)=O)c(=O)[nH]c1=O,0,2,2.5,-0.1,0.4,-15,-4,4,3
CN(C(=O)CC1C(=O)NCCN1Cc1ccc(F)c(F)c1)C1CCOCC1 (configuration not stated),16,3,-0.5,0.5,0.2,-18,5,-16,0
COc1ccc(/C=C2/SC(=O)N(CCC(=O)Nc3ccc(C)cc3)C2=O)cc1OC,-6,2,-0.6,0.7,0.7,-4,9,-15,4
Cc1nnc(SCC(=O)c2ccccc2F)n1Cc1ccccc1,16,19,0.0,1.3,0.5,-24,15,7,·
COc1ccc(/C=N\NC(=O)C2C(=O)NCC2c2ccccc2)cc1O (configuration not stated),-15,7,1.3,0.2,0.5,-27,13,1,2
CC(=O)c1ccc(OCCCC(=O)N2CCN(S(=O)(=O)c3cccs3)CC2)cc1,4,3,2.5,5.5,1.9,-7,-2,18,2

# Screening results deposited in PubChem BioAssay by several laboratories.
